# Bioassay records from PubChem.
# Furin inh = inhibitors of human furin; AID 463115; 220,000 compounds, 0.061% hits; inhibition, % at 30 µM; purified furin, fluorogenic substrate cleavage; P09958; in the data active means inhibition above about 25%; further: inactives centre near -15
# Target sequence (P09958 108-714 limits assumed): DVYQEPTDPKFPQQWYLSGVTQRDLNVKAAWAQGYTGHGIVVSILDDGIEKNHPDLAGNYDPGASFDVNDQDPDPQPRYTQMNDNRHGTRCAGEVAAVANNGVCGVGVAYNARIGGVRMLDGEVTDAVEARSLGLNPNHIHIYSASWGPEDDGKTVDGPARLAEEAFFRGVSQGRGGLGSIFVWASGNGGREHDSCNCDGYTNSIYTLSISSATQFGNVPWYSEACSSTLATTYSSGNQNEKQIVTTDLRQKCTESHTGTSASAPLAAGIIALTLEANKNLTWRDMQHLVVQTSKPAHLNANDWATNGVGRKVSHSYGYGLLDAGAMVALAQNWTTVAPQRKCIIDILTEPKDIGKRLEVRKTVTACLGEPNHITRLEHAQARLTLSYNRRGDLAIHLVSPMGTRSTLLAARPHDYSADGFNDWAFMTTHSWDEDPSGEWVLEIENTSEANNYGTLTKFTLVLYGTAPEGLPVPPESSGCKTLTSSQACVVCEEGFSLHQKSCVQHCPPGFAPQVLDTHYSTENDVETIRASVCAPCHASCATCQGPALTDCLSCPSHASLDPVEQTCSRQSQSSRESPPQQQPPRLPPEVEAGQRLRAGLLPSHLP
# TbHK1 inh = T. brucei hexokinase 1 inhibition | recombinant TbHK1, G6PDH-coupled NADH A340 | inhibition, % at 10 µM | 220,000 compounds, 0.11% hits;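 active means inhibition of 50% or more in the single-dose primary screen; inactive means inhibition below 50%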
# p47phox inh = inhibitors of human p47phox binding | P14598 | p47phox/p22phox peptide binding, fluorescence polarization, 2 h | inhibition, % at 24.7 µM | 220,000 compounds, 0.53% hits;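 active means inhibition above about 30%, limit read from the data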;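 further: 0% = p47phox with labelled peptide and 100% = labelled peptide alone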
# Target sequence (P14598 whole entry, looked up): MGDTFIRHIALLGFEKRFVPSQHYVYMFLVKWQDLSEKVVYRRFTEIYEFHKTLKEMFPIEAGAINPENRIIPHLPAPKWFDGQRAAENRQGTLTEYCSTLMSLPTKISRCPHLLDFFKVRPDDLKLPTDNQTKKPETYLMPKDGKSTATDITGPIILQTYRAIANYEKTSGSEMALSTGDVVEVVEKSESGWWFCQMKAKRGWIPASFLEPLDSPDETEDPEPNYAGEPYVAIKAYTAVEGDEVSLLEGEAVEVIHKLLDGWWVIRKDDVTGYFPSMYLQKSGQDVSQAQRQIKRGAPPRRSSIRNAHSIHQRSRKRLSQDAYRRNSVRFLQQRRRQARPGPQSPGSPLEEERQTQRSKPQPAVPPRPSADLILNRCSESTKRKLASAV
# Runt-SMMHC FRET = blocks binding of human RUNX1 Runt domain to CBFb-SMMHC | inhibition, % at 20 µM | Cerulean-Runt/Venus-CBFb-SMMHC FRET ratio 530/480, 1 h | AID 1434 | 220,000 compounds, 0.74% hits | Q01196+Q13951;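 active means mean inhibition across duplicate retests at 20 µM reaching about 50%, limit read from the data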;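 further: 0% = DMSO wells and 100% = wells with excess untagged CBFb-SMMHC; inhibitors lower the FRET ratio by blocking Runt binding to CBFb-SMMHC; some results filed as inactive read as strong as hits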
# Runt-CBFb FRET = inhibitors of human RUNX1 Runt domain binding to CBFb; Q01196+Q13951; Cerulean-Runt/Venus-CBFb FRET ratio 530/480, 1 h; inhibition, % at 20 µM; 220,000 compounds, 0.46% hits;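 active means inhibition over about 50% at 20 µM in the single-dose screen, limit read from the data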;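 further: 0% = DMSO wells and 100% = excess unlabeled CBFb competitor control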
#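 System: Cerulean-labeled Runt domain protein | Quantity: 100 nM of each labeled protein | Schedule: 1 h compound exposure, room temperature | Detection: Fluorescence energy transfer, 422 nm excitation, 530/480 nm emission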
# EBV gp42 block = inhibitors of Epstein-Barr virus glycoprotein 42; Q1HVG2; Fluorescence polarization binding assay, mP read-out; inhibition, % (tested at 21.74 µM); 220,000 compounds, 0.42% hits; AID 1085; in the data active means inhibition above about 50%
# m-calpain inh = calpain II (pig) inhibition; AID 1236; 220,000 compounds, 0.37% hits; inhibition, % at 16 µM; purified calpain II, fluorogenic peptide substrate, 30 min;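 active means inhibition above about 50%, limit read from the data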
# RBBP9 inh = human RBBP9 hydrolase inhibition. O75884. recombinant RBBP9, FP-Rh probe fluorescence polarization. inhibition, % at 7.94 µM. 220,000 compounds, 0.2% hits. AID 1515;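 active means inhibition above the campaign mean of all tested compounds plus 3 SD, cut at about 14% in these data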;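 further: plate controls were DMSO wells with RBBP9 for no effect and wells lacking RBBP9 protein for full effect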
#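 Controls: DMSO-treated enzyme wells and wells lacking RBBP9 | Material: RBBP9 protein | Technique: Fluorescence polarization | Replication: Single well per compound, no replicates | Buffer or medium: Tris-NaCl-Pluronic buffer, pH 8.0 | Timing: 30 min compound preincubation, 45 min probe labeling, 25 °C | Read-out basis: Percent inhibition from mP, scaled between DMSO and no-protein wells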
# p97 inhibitor = inhibitors of human p97 ATPase | inhibition, % at 8 µM | AID 1481 | recombinant p97 ATPase, Kinase-Glo ATP luminescence, 3 h | 220,000 compounds, 0.42% hits | P55072; in the data active means inhibition above about 15%;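 further: 0% = DMSO vehicle and 100% = wells lacking enzyme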
# * = called active by the depositor; i = inactive; · = not tested or not shown; [ ] = dose if it differs, or a comment.
SMILES,Furin inh,TbHK1 inh,p47phox inh,Runt-SMMHC FRET,Runt-CBFb FRET,EBV gp42 block,m-calpain inh,RBBP9 inh,p97 inhibitor
CCC(=O)c1cc2c(cc1NC(=O)c1cccs1)OCCO2,-12,1,-2,0,-6,-4,-125,-3,8
COC(=O)c1sc(NC(=O)COc2ccccc2OC)nc1C,-18[20 µM],-12,-10,0,0,1,-31,-7,-1
COC(=O)c1sc2cnccc2c1N,-7,-11,-11,44,23,-4,i,-6,5
O=C(CCc1nnc(-c2ccc(-c3ccccc3)cc2)o1)N1CCCCC1,5,-2,-1,0,-5,-4,35,-2,-2
COc1cc(OC)c2ccc(=O)oc2c1C(CCN1CCCC1)c1ccc(N(C)C)cc1 (stereo not drawn),-46,-10,-10,1,2,-22,-18,·,·
CCOC(=O)N1CCN(C(=O)c2ccccc2NC(=O)c2ccc(Br)cc2)CC1,-12,-2,-8,3,-2,-14,0,-4,4
CCCn1nc(C(=O)OCC(=O)c2ccccc2)c2ccccc2c1=O,-18,2,-12,2,-3,-9,21,-2,3
O=C(CNCCN1CCOCC1)Nc1ccccc1Sc1ccccc1,-10,15,9,2,3,-15,-5,-1,1
COc1ccccc1-c1cc(C(=O)NCCc2ccccc2)no1,-2[20 µM],-10,-5,-6,0,-2,-23,-14,-2
O=C(c1ccccc1-c1ccccc1)N1CCN(c2ccccn2)CC1,-17[20 µM],3,-7,3,1,-5,-32,5,0
O=c1n(Cc2ccc(F)cc2)nc2n1-c1ccccc1SC2,-30,2,3,1,-3,-4,-9,-4,3
Cc1ccc(N/C=C2\C(=O)N(c3ccc(F)cc3F)C(c3cccnc3)S2(=O)=O)cc1 (stereo not drawn),-19,-39,0,-1,-2,-4,-9,-6,-1
O=C(Nc1ccc(F)cc1F)c1cc2n(n1)C(C(F)(F)F)C1CCCCC1N2 (stereo not drawn),-8[20 µM],5,-29,2,-2,-9,5,-6,-3
O=C(CN(C(=O)Cn1nnc(-c2cccs2)n1)c1ccc2c(c1)OCCO2)NCC1CCCO1 (stereo not drawn),-9[20 µM],-4,2,7,0,8,1,-7,4
CCOc1cc(/C=C2/C(=O)ON=C2C)ccc1OCc1ccc(F)cc1,-24[20 µM],-7,-31,-22,2,-124,-2,2,-2
CCCN(N=Nc1cccc([N+](=O)[O-])c1)c1cccc([N+](=O)[O-])c1,-13[20 µM],-12,-3,0,1,-5,13,4,0
O=S(=O)(Cc1ccccc1)N1CCc2ccccc21,-11[20 µM],2,-249,5,1,-100,16,-6,-2
C/C=C/C=C\C(=O)Nc1cccc(C2=NOC3(C2)C[C@@H](C(N)=O)N(C(=O)/C(C)=C/C)C3)c1 (stereo partly drawn),-32,-12,-3,2,2,-7,-38,·,·
COc1ccc(OC)c(C(=O)Cn2nnc3ccccc3c2=O)c1,-24,-1,5,1,-2,8,-2,-9,3
O=C(c1ccco1)N1CCN(C(c2ccccc2Cl)c2nnnn2CC2CCCO2)CC1 (stereo not drawn),-26,1,-18,-1,-2,-12,-4,-7,4
Cc1ccccc1C(=O)OCc1nnc(-c2ccc(Cl)cc2)o1,-16,2,-8,-1,0,5,36,-5,-8
CCOC(=O)N1CCC(N2CC34C=CC(O3)C(C(=O)Nc3ccc(F)cc3)C4C2=O)CC1 (stereo not drawn),-12,-8,4,1,0,-7,-41,-2,3
CCOc1ccc2nc(Cl)c(C3CC(c4ccco4)=NN3S(=O)(=O)c3ccccc3)cc2c1 (stereo not drawn),-8,-6,-196,-6,-2,-61,-72,-5,4
CCC(C)N(C)C1CCN(C(=S)Nc2cccc(SC)c2)CC1 (stereo not drawn),-8,2,-2,4,16,-1,14,2,-3
CC(=O)c1sc2ccccc2c1OC(=O)c1ccco1,-13,1,-16,37,13,-3,-41,-10,-2
COC(=O)N/N=C/c1cc(C)n(-c2ccc(Br)cc2)c1C,-15,-3,-7,-2,1,-13,16,2,6
Cc1nnc2c(-c3ccccc3)nc3ccccc3n12,-12,-21,-14,-1,0,-10,-14,-2,5
N=c1c2c3c(sc2ncn1Nc1ccccc1)CCC3,-10,-21,7,-2,0,-4,-4,-2,6
O=C(N/N=C\c1ccc(Cl)s1)C1COc2ccccc2O1 (stereo not drawn),-17,-31,-9,1,0,3,5,1,2
CC(=O)Nc1ccc(C(=S)NCC2(N(C)C)CCCCC2)cc1,-30,-4,-7,0,1,-12,-17,-5,1

# In a second layout: 15 of the compounds above
# Below each compound – Furin inh, TbHK1 inh, p47phox inh, Runt-SMMHC FRET, Runt-CBFb FRET, EBV gp42 block, m-calpain inh, RBBP9 inh, p97 inhibitor
> O=C(CN(C(=O)Cn1nnc(-c2cccs2)n1)c1ccc2c(c1)OCCO2)NCC1CCCO1 (stereo not drawn)
 : -9[20 µM], -4, 2, 7, 0, 8, 1, -7, 4
> CCOc1cc(/C=C2/C(=O)ON=C2C)ccc1OCc1ccc(F)cc1
 : -24[20 µM], -7, -31, -22, 2, -124, -2, 2, -2
> CCCN(N=Nc1cccc([N+](=O)[O-])c1)c1cccc([N+](=O)[O-])c1
 : -13[20 µM], -12, -3, 0, 1, -5, 13, 4, 0
> O=S(=O)(Cc1ccccc1)N1CCc2ccccc21
 : -11[20 µM], 2, -249, 5, 1, -100, 16, -6, -2
> C/C=C/C=C\C(=O)Nc1cccc(C2=NOC3(C2)C[C@@H](C(N)=O)N(C(=O)/C(C)=C/C)C3)c1 (stereo partly drawn)
 : -32, -12, -3, 2, 2, -7, -38, ·, ·
> COc1ccc(OC)c(C(=O)Cn2nnc3ccccc3c2=O)c1
 : -24, -1, 5, 1, -2, 8, -2, -9, 3
> O=C(c1ccco1)N1CCN(C(c2ccccc2Cl)c2nnnn2CC2CCCO2)CC1 (stereo not drawn)
 : -26, 1, -18, -1, -2, -12, -4, -7, 4
> Cc1ccccc1C(=O)OCc1nnc(-c2ccc(Cl)cc2)o1
 : -16, 2, -8, -1, 0, 5, 36, -5, -8
> CCOC(=O)N1CCC(N2CC34C=CC(O3)C(C(=O)Nc3ccc(F)cc3)C4C2=O)CC1 (stereo not drawn)
 : -12, -8, 4, 1, 0, -7, -41, -2, 3
> CCOc1ccc2nc(Cl)c(C3CC(c4ccco4)=NN3S(=O)(=O)c3ccccc3)cc2c1 (stereo not drawn)
 : -8, -6, -196, -6, -2, -61, -72, -5, 4
> CCC(C)N(C)C1CCN(C(=S)Nc2cccc(SC)c2)CC1 (stereo not drawn)
 : -8, 2, -2, 4, 16, -1, 14, 2, -3
> CC(=O)c1sc2ccccc2c1OC(=O)c1ccco1
 : -13, 1, -16, 37, 13, -3, -41, -10, -2
> COC(=O)N/N=C/c1cc(C)n(-c2ccc(Br)cc2)c1C
 : -15, -3, -7, -2, 1, -13, 16, 2, 6
> Cc1nnc2c(-c3ccccc3)nc3ccccc3n12
 : -12, -21, -14, -1, 0, -10, -14, -2, 5
> N=c1c2c3c(sc2ncn1Nc1ccccc1)CCC3
 : -10, -21, 7, -2, 0, -4, -4, -2, 6

# Other records
SMILES,Furin inh,TbHK1 inh,p47phox inh,Runt-SMMHC FRET,Runt-CBFb FRET,EBV gp42 block,m-calpain inh,RBBP9 inh,p97 inhibitor
Cc1c(CN2CCc3c([nH]c4ccccc34)C2CC(C)C)cnn1C (stereo not drawn),-18,5,1,-2,0,-2,-50,-1,-5
COc1ccc(S(=O)(=O)N[C@@H](CC(C)C)C(=O)O)cc1,-18,4,3,0,0,0,-34,1,0
O=C1/C(=C\c2ccc(Br)o2)SC(=Nc2ccccc2)N1c1ccccc1,-16[20 µM],-8,-51,19,21,-25,-139,-13,2
C/C=C(\C)C(=O)Nc1cccc(C2=NOC3(C2)C[C@@H](C(N)=O)N(C(=O)/C(C)=C/C)C3)c1 (stereo partly drawn),-34,-7,-8,2,1,-15,-9,·,·
O=S(=O)(/N=C(/c1ccccc1Cl)N1CCOCC1)c1ccccc1,-6[20 µM],-3,-17,-8,2,-15,-14,-2,3
COc1ccc(C(=S)N2CCCC2)cc1C,-18,-5,-24,-4,-1,-11,-31,-4,0
CCOc1cc(/C=N\NC(=O)OC(C)(C)C)ccc1OC(=O)c1ccco1,-24,1,0,0,-1,-12,-4,-9,4
CC1C=Cc2ccccc2N1C(=O)c1ccccc1 (stereo not drawn),-18,2,-10,2,0,-14,-34,-2,4
CC(NC(=O)COC(=O)c1cc(=O)[nH]c2ccccc12)c1ccccc1 (stereo not drawn),-5,-2,-6,-2,-1,-5,-62,-18,-1
N#Cc1c2c(c(-c3ccco3)[nH]c1=O)CCCC2,-1,-10,-5,0,9,-4,-22,-5,2
CCOc1cc(C=O)ccc1OCc1cc(=O)n2cc(C)ccc2n1,-21,-15,-6,3,-3,10,-31,-1,-1
CCOC(=O)c1c(NC(=O)C2COc3ccccc3O2)sc(C(C)=O)c1C (stereo not drawn),-16[20 µM],-10,-8,-4,-6,-20,3,-4,1
CC(C)Cc1nc2sc3c(SCC(N)=O)ncnc3c2c2c1CCC2,-14,-25,-5,-6,0,-6,-14,6,-4
O=Cc1ccc(Oc2cccc(C(F)(F)F)c2)nc1,-16,-6,-18,-1,0,-2,-20,2,1
CN(C)S(=O)(=O)c1ccc(NC(=O)/C=C/c2ccccc2Cl)cc1,-17,-13,-36,-1,1,-27,-14,-16,-3

# Individual results from above.
# p47phox inh result of CC1C=Cc2ccccc2N1C(=O)c1ccccc1 (stereo not drawn) → -10
# EBV gp42 block result of CC(C)Cc1nc2sc3c(SCC(N)=O)ncnc3c2c2c1CCC2 → -6

# Next entries
SMILES,Furin inh,TbHK1 inh,p47phox inh,Runt-SMMHC FRET,Runt-CBFb FRET,EBV gp42 block,m-calpain inh,RBBP9 inh,p97 inhibitor
CC(NC(=O)CCc1nnc(-c2ccccc2)o1)c1ccccc1 (stereo not drawn),3,-4,3,0,-1,-10,-11,-4,3
CCOc1ccc(NC(=O)CN2CCN(CC(=O)Nc3ccc4c(c3)OCO4)CC2)cc1,-17[20 µM],-3,-5,0,2,5,-50,-5,0
CCN(CC)c1ccc(/C=N/NC(=O)c2cnccn2)cc1,-12,-24,5,-7,-1,-10,5,-2,0
CN(CCO)Cc1csc2ccc(Br)cc12,-22[20 µM],7,7,0,1,-5,20,-4,1
CCOc1ccc(CNC(=O)CCS(=O)(=O)Cc2ccccc2C)cc1OC,-6,0,7,-1,0,4,-14,2,3
O=C(NNC(=O)C1CCN(Cc2ccc(F)cc2Cl)CC1)Nc1ccc([N+](=O)[O-])cc1,-5,-16,-2,1,-2,-9,-2,2,9
Cc1ccc(CNC(=O)c2ccc(C#CC(C)(C)O)s2)cc1,-16[20 µM],2,-14,-1,0,-16,-42,11,1
COC(=O)CN1C(=S)N(c2ccc(OC)cc2)C(=O)/C1=C/c1cccs1,1,33,-26,2,2,17,16,-4,-3
CN(CC(=O)Nc1ccc(N2CCOCC2)cc1)C(=O)COc1ccccc1F,-19,6,-7,-2,0,-12,0,-3,1
COc1cccc(-c2csc(N3CCN(C(=O)Nc4ccc(Cl)cc4)CC3)n2)c1,-10,3,-26,5,2,-6,10,-15,-3
C1CCc2c(nc3nnnn3c2NC2CCCC2)C1,-16[20 µM],-4,4,-4,0,-24,10,7,-4
